HSF1 inh: HSF1 inhibition; NIH3T3-HGL HSE-luciferase, MG132-induced, luminescence 8 h; hits give low values; activity change, negative = inhibition, % at 7.5 µM (by protocol); 300,000 compounds, 0.77% hits;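 active = more than half of replicate wells show activity change below -50%, luminescence cut by over half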;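 note: luciferase reports HSF-1 transcriptional activity via heat shock element; 0% = median of DMSO wells and -100% = zero luminescence signal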
IEC-6 cytotox: IEC-6 cytotoxicity, counter-screen for KLF5 inhibitors. 290,000 compounds, 0.78% hits. AID 1825. luminescence viability. inhibition, % at 5 µM; in the data active = inhibition above about 22%;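 note: 0% = plate median of test compound wells and 100% = cytotoxic reference compound wells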
GSK3A inh: human GSK-3 alpha kinase inhibition; inhibition, % at 10 µM; 320,000 compounds, 0.1% hits; ADP-Glo luminescence, 60 min; AID 2650; P49840;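 in the data active = inhibition above about 50%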;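 note: GST-tagged GSK-3 alpha with peptide substrate and 25 µM ATP; 0% = DMSO neutral wells and 100% = GW8510 positive control wells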
Target sequence (P49840 whole entry, looked up): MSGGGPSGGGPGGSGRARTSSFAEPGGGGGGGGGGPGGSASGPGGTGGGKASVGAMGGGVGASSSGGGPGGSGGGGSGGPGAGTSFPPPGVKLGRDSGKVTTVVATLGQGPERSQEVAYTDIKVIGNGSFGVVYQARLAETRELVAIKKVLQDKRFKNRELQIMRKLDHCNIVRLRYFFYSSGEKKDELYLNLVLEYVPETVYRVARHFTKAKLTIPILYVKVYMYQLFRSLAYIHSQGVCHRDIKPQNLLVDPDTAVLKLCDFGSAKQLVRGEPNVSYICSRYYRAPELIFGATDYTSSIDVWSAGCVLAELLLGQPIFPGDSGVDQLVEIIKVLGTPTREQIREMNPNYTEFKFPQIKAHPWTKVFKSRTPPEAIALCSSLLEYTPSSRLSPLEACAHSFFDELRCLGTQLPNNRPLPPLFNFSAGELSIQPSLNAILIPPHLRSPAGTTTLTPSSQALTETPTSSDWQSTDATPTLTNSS
Platelet DG rel: modulates dense granule release in human platelets | human platelet-rich plasma, SFLLRN dense granule ATP release, luminescence | inhibition, %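 (compounds screened at 7.5 µM in platelet-rich plasma)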 | 300,000 compounds, 0.22% hits;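 active = mean replicate score, as percent of positive control, at or above 50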
KLF5 inhibitor: inhibitors of KLF5 expression | DLD-1 KLF5 promoter-luciferase reporter, luminescence | inhibition, % at 5 µM | 290,000 compounds, 0.23% hits | AID 1700;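 active = inhibition above a per-plate limit of that plate's mean compound inhibition plus 3 SD, cut at about 60% in these data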;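 note: 0% = DMSO wells and 100% = LY294002 at 200 µM; higher means less KLF5 promoter-driven luciferase light; inactives centre near -14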
GSK3B inh: blocks human GSK3beta kinase activity | P49841 | GST-GSK3beta kinase, ADP-Glo luminescence, 60 min; hits give low values | activity score (negative = inhibition), % at 10 µM | 300,000 compounds, 0.038% hits | AID 2097;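 active = more than half of replicate wells score below -50%, meaning over 50% inhibition versus plate controls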;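 note: 0% = median DMSO wells and -100% = median GW8510 positive control wells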
Target sequence (P49841 whole entry, looked up): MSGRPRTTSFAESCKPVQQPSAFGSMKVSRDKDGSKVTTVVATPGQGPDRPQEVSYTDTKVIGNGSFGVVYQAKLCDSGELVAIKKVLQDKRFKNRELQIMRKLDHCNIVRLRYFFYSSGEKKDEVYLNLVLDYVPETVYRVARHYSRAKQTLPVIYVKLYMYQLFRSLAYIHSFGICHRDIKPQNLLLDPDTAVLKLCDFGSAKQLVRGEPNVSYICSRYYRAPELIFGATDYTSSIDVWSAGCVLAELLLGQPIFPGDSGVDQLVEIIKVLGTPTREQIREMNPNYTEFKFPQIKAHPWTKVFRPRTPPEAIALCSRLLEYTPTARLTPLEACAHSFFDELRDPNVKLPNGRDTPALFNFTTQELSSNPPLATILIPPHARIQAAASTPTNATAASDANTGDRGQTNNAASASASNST
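test system = GST-tagged human GSK3beta kinase, cell-free | reagent = 25 µM ATP with peptide substrate | dosing = one dose of 10 µM per compound | schedule = 60 min reaction, RT | detection = luminescent ADP-Glo measurement of ADP formed | control set = DMSO neutral wells and GW8510 at 20 µM as positive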
HSF1 activator: increases HSF-1 driven luciferase reporter signal | NIH3T3-HGL HSF-1 luciferase reporter, MG132, 8 h; 100% = twice DMSO control signal | AID 504408 | activation, % at 9 µM | 300,000 compounds, 1.7% hits;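 active = mean replicate activation of at least 50% with a set share of replicates each reaching 50%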;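 note: 0% = median of the neutral control wells and 100% = twice that signal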
DYRK1A inh: Dyrk1A (rat) kinase inhibition; Q63470; ADP-Glo luminescence, NFATc1 peptide; inhibition, % at 12.5 µM; 310,000 compounds, 0.43% hits; in the data active = inhibition above about 50%;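 note: plate controls were vehicle with enzyme for no effect and no enzyme for full effect; many of its hits are not listed in these tables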
HSP90 refold inh: inhibitors of HSP90 luciferase refolding in rabbit reticulocyte lysate; luciferase refolding luminescence, 3 h; inhibition, % at 5.6 µM; 290,000 compounds, 0.91% hits;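 active = inhibition above the screen-wide mean plus 3 SD, computed separately per campaign, cut at about 16% in these data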;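 note: 0% = DMSO wells and 100% = 60 µM geldanamycin wells; inhibitors lower the luminescence because luciferase stays unfolded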
aSyn UTR inh: MLPCN primary screen, SNCA 5' untranslated region; 300,000 compounds, 0.82% hits; alpha-synuclein 5'UTR reporter, inhibitor activity; inhibition, % (tested at 7.5 µM); in the data active = inhibition above about 60%;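 note: H4 neuroglioblastoma cells stably carrying SNCA 5'UTR luciferase fusion; 0% = DMSO wells and 100% = positive control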
Starred values were filed as active, the others as inactive; / = no result given.

The opening two compounds, ahead of the listing:
structure | HSF1 activator | GSK3A inh | IEC-6 cytotox | aSyn UTR inh | GSK3B inh | DYRK1A inh | HSP90 refold inh | HSF1 inh | Platelet DG rel | KLF5 inhibitor
Cc1cccc(N(CC(=O)NC(C)(C)C)C(=O)CS(=O)CC(=O)Nc2ccc(F)cc2)c1 (centres undefined) | 7 | 0 | -1 | -10 | 1 | -5 | -3 | 2 | 1 | -4
Cc1ccc(NC2=NCC(=O)N2Cc2ccc3c(c2)OCO3)cc1 | 35 | 0 | -2 | -11 | -1 | -1 | -4 | 11 | 0 | -5

All compounds of this part, previewed entries included:
structure | HSF1 activator | GSK3A inh | IEC-6 cytotox | aSyn UTR inh | GSK3B inh | DYRK1A inh | HSP90 refold inh | HSF1 inh | Platelet DG rel | KLF5 inhibitor
Cc1cccc(N(CC(=O)NC(C)(C)C)C(=O)CS(=O)CC(=O)Nc2ccc(F)cc2)c1 (centres undefined) | 7 | 0 | -1 | -10 | 1 | -5 | -3 | 2 | 1 | -4
Cc1ccc(NC2=NCC(=O)N2Cc2ccc3c(c2)OCO3)cc1 | 35 | 0 | -2 | -11 | -1 | -1 | -4 | 11 | 0 | -5
CC(C)OCCCNC(=O)C1CCN(S(=O)(=O)N2CCCC2)CC1 | -3 | -2 | 1 | 0 | 0 | -2 | 0 | -2 | -4 | 5
COc1ccccc1C(=O)N1CCN(C(=O)c2ccncc2)CC1 | -23 | -5 | -6 | 21 | 1 | -8 | 8 | 3 | -7 | -34
CC(=O)c1cnc2c(-c3ccccc3)c(C(F)(F)F)nn2c1C | -4 | 1 | -10 | 23 | -2 | 2 | -5 | -1 | -8 | -7
O=C(N/N=C/c1ccsc1)c1ccc2ccccc2n1 | 25 | 5 | 3 | -97 | -2 | 6 | 1 | 16 | 10 | -17
O=C(O)/C(=C\c1ccco1)NC(=O)c1cccc2ccccc12 | 0 | -2 | -17 | -10 | -2 | 5 | -2 | -4 | 1 | -10
Cc1ccc(-c2nnc(CSc3nncn3N)o2)cc1 | 5 | -3 | -1 | 0 | 4 | 0 | -2 | 9 | -2 | -16
COc1ccccc1NC(=O)C1CCN(S(=O)(=O)c2cccc3nonc23)CC1 | -6 | 1 | 2 | -11 | / | 5 | 3 | -3 | 14 | -6
COc1cc(C)c(CN2CCN(C(C)C(=O)NC(C)c3ccccc3)CC2)cc1OC (centres undefined) | -13 | -1 | -7 | 19 | 2 | -6 | -2 | -9 | -1 | -13
NC(=O)NOCc1c(F)cccc1Cl | 10 | 2 | 3 | 11 | -1 | 0 | -2 | -9 | 7 | -33
CCN(CC)C(=O)C(=O)c1cn(CC(=O)NCc2ccc3c(c2)OCO3)c2ccccc12 | -8 | -1 | 2 | 8 | -1 | / | 3 | -2 | -1 | -8
COc1ccc(-n2c(SCC(=O)c3c(N)n(C)c(=O)n(C)c3=O)nc3ccccc32)cc1 | / | -2 | 0 | / | 2 | 5 | -2 | / | / | -5
CCCn1nc(NS(=O)(=O)c2ccccc2)c2cc3ccccc3nc21 | 19 | 0 | / | -20 | -4 | 3 | / | -4 | -1 | /
FC(F)(F)c1cc(Oc2ccccc2)nc(-c2ccccn2)n1 | 13 | 4 | 9 | 11 | 2 | -3 | 0 | 0 | -2 | -32
CC(=O)c1ccc(NC(=O)CCc2ccc(C)o2)cc1 | 9 | 1 | -11 | -30 | -1 | -3 | -2 | 9 | -2 | -48
Cc1ccc2nc(/C(C#N)=C\c3ccc(Oc4ccc([N+](=O)[O-])cn4)cc3)[nH]c2c1 | / | 0 | -2 | / | / | -1 | -1 | / | / | -2
CCCCOC(=O)n1c(=S)oc2cc(Cl)ccc21 | 2 | 0 | -2 | -29 | 0 | -4 | -3 | 4 | 2 | -51
COc1ccc(OC)c(NC(=O)c2cc(S(=O)(=O)N(C)C)ccc2N2CCCC2)c1 | 14 | 1 | / | 9 | 0 | -5 | / | 1 | 1 | /
O=C(COc1ccccc1F)Nc1nnc(C2CCCC2)s1 | 19 | 4 | 2 | -48 | 2 | -2 | -4 | 10 | 6 | -58
COC(=O)c1scc2c(=O)cc(C(F)(F)F)[nH]c12 | 3 | -4 | 2 | -13 | 1 | 1 | 2 | -6 | -2 | 1
COc1ccc(-c2csc3ncnc(N4CCN(S(=O)(=O)c5ccccc5C#N)CC4)c23)cc1 | -4 | -2 | 9 | 15 | 1 | -2 | 8 | 3 | -2 | -9
CSc1ccccc1C(=O)N1CCCCC1 | 5 | -4 | -9 | 7 | -1 | -7 | 0 | -2 | -3 | -14
S=C(Nc1cccnc1)N1CCN(c2ccccc2Cl)CC1 | 42 | -3 | -1 | -12 | -1 | 0 | -5 | 33 | 18 | -25
O=C1c2ccc([N+](=O)[O-])cc2C(=O)N1Cc1cccnc1 | 31 | -3 | 0 | -1 | -3 | -7 | 11 | 0 | -8 | -40
CCNc1ccc(C(=O)OCC(=O)NCc2ccc(C)cc2)cc1[N+](=O)[O-] | 10 | 1 | 4 | -25 | 3 | -2 | -1 | -4 | 21 | -19
COc1ccc(-c2noc(CSc3nc4ccccc4c(=O)n3-c3ccccc3)n2)cc1OC | 8 | -1 | 1 | 18 | 0 | 6 | 4 | -2 | 3 | 5
Cc1cc(C)c2c(=O)n(CC(=O)NC3CCCC3)sc2n1 | 6 | 0 | 1 | 9 | 0 | 2 | 0 | -11 | 3 | -18
CCN(CC)S(=O)(=O)c1cc(C(=O)N(C)CC(=O)Nc2ccc(Cl)cc2)ccc1Cl | 2 | -4 | -11 | 24 | 1 | 0 | -7 | -5 | 23 | -3
CC(=O)N1CCN(Cc2nc3cc(NC(=O)Cn4nc(C)c5ccccc5c4=O)ccc3n2C)CC1 | -8 | 0 | 2 | 7 | 3 | -1 | 10 | -4 | -7 | 7
COc1cc(/C=N/NC(=O)COc2ccc(-n3cnnn3)cc2)ccc1OCC(N)=O | 7 | -2 | -3 | -7 | 0 | 8 | 0 | -9 | 14 | 12
COCCCNCCOCCOc1ccc(Cl)cc1Br | -3 | 15 | 0 | 11 | 1 | 2 | -1 | 2 | 7 | -14
COC(=O)COc1ccccc1/C=C1/NC(=O)NC1=O | -11 | 25 | 0 | 0 | -7 | 7 | -1 | 6 | 0 | -10
CC1Cc2ccccc2N1S(=O)(=O)c1cnc(Cl)c(Cl)c1 (centres undefined) | -7 | -5 | -3 | -7 | 2 | -4 | -1 | 1 | -1 | -12
Oc1cnn(-c2ccccc2)c1 | 6 | -2 | 4 | -27 | -1 | -4 | 4 | -1 | 5 | -3
Cc1cc(C(=O)O)oc(=O)c1 | 2 | 1 | 4 | -7 | -2 | -2 | 2 | -5 | 4 | 20
Cc1nc(SCC(=O)Nc2ccc3c(c2)OCO3)c(C#N)c2c1CCCC2 | 3 | -2 | 3 | -140 | -3 | 16 | 0 | -3 | 1 | -14
Cc1ccc(Nc2cnn(C34CC5CC(CC(CC(=O)O)(C5)C3)C4)c(=O)c2Cl)cc1 | / | -4 | -3 | -13 | 1 | 0 | 1 | / | 2 | -15
COc1ccc(CN2CCN(S(=O)(=O)c3ccc(F)cc3)CC2)cc1OC | 2 | -2 | 2 | 13 | -8 | 2 | -2 | -7 | 9 | 4
CCn1cc(Cl)c(C(=O)NNC(=O)CCn2cc([N+](=O)[O-])cn2)n1 | 5 | -4 | 2 | 4 | 2 | -1 | -2 | -7 | 1 | -10
O=C(Cc1c(Cl)cccc1Cl)Nc1ccncc1Cl | -38 | -5 | 1 | 8 | 1 | -1 | -1 | -20 | -4 | -17
O=C(c1ccc(Cl)c(S(=O)(=O)Nc2ccc(F)cc2)c1)N1CCN(c2ccccn2)CC1 | 9 | -5 | 0 | 29 | 1 | 3 | 1 | 3 | -6 | -4
Cc1cccc(C)c1NC(=O)Cn1nc(C)n2cccc2c1=O | 23 | 9 | 3 | -23 | 0 | -5 | 1 | 11 | 2 | -33
CCCCCCCC(=O)OCC(=O)[C@@]1(O)CC[C@H]2[C@@H]3CCC4=CC(=O)CC[C@]4(C)[C@H]3[C@@H](O)C[C@@]21C | -54 | 4 | 15 | -29 | -1 | -14 | 0 | -43 | -3 | -7
CC(=O)Nc1ccc(S(=O)(=O)N2CCC(C(=O)N[C@@H](Cc3ccccc3)C(=O)O)CC2)cc1 | 1 | -1 | 5 | -9 | 3 | -2 | -2 | -5 | -3 | 4

Gathered by group: the entries above containing an NH in an aromatic ring (2)
structure | HSF1 activator | GSK3A inh | IEC-6 cytotox | aSyn UTR inh | GSK3B inh | DYRK1A inh | HSP90 refold inh | HSF1 inh | Platelet DG rel | KLF5 inhibitor
Cc1ccc2nc(/C(C#N)=C\c3ccc(Oc4ccc([N+](=O)[O-])cn4)cc3)[nH]c2c1 | / | 0 | -2 | / | / | -1 | -1 | / | / | -2
COC(=O)c1scc2c(=O)cc(C(F)(F)F)[nH]c12 | 3 | -4 | 2 | -13 | 1 | 1 | 2 | -6 | -2 | 1

Further results:
structure | HSF1 activator | GSK3A inh | IEC-6 cytotox | aSyn UTR inh | GSK3B inh | DYRK1A inh | HSP90 refold inh | HSF1 inh | Platelet DG rel | KLF5 inhibitor
CCOC(=O)c1c(NC(=O)CC)sc2c1CCN(Cc1ccccc1)C2 | -9 | -2 | 2 | -3 | 2 | 2 | 0 | -4 | 3 | -28
N=c1c(C(=O)NC2CCCC2)cc2c(=O)n3ccccc3nc2n1C1CCCC1 | 3 | 0 | 3 | -22 | 1 | 4 | 1 | -4 | 3 | 3
Cc1ccc(-c2nnc(NCc3nc4ccccc4[nH]3)c3ccccc23)cc1S(=O)(=O)N1CCOCC1 | 22 | 0 | -2 | 2 | 3 | 12 | -2 | -5 | 25 | 6
Cc1nn(-c2ccccc2)c(C)c1NC(=O)COC(=O)c1cccc(OC(F)F)c1 | 14 | -4 | / | -4 | -3 | -7 | / | 0 | -6 | /
COc1ccccc1NCCC(=O)O | -12 | -6 | -12 | 4 | -3 | 2 | 1 | 0 | -2 | -42
O=C(CN1CCN(S(=O)(=O)c2ccccc2)CC1)NCc1ccccc1 | 27 | 2 | 0 | -1 | -2 | -14 | 4 | 8 | 22 | -51
O=C(c1ccc(Cl)cc1)C1CCN(CC(=O)N2CCCCC2)CC1 | -8 | -2 | -4 | 8 | 2 | 1 | 1 | -2 | -1 | 18

Taken from above.
For HSF1 activator, CCNc1ccc(C(=O)OCC(=O)NCc2ccc(C)cc2)cc1[N+](=O)[O-] has the entry 10
For Platelet DG rel, CCCCOC(=O)n1c(=S)oc2cc(Cl)ccc21 has the entry 2
For GSK3B inh, Cc1ccc(NC2=NCC(=O)N2Cc2ccc3c(c2)OCO3)cc1 has the entry -1
For HSF1 inh, Cc1nn(-c2ccccc2)c(C)c1NC(=O)COC(=O)c1cccc(OC(F)F)c1 has the entry 0
For GSK3A inh, CC(C)OCCCNC(=O)C1CCN(S(=O)(=O)N2CCCC2)CC1 has the entry -2
For IEC-6 cytotox, O=C(Cc1c(Cl)cccc1Cl)Nc1ccncc1Cl has the entry 1

Screens (PubChem BioAssay)

An excerpt; count on the stated rates, not on these rows.
